H9c2 TAG inh = reduces triacylglycerol accumulation in H9c2 cells. Nile Red lipid (TAG) fluorescence; cells loaded with 200 µM oleic acid. inhibition, % at 12.5 µM. actives 0.66% (n = 230,000). AID 651582;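 active = pattern-corrected inhibition of lipid staining of at least 50% with the nuclear-stain viability signal not falling by more than 50%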;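 also: 0% = DMSO wells and 100% = triacsin C control wells; some results filed as inactive read as strong as hits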
H9c2 TAG inh DAPI viability = recorded beside H9c2 TAG inh, whose call it bears; DAPI nuclei signal change (viability), lower = more cytotoxic, %;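 whole-well DAPI fluorescence read on a plate reader as a viability signal; minus 50 percent equals half of cells still viable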
Active calls of the source: *.

Cc1cccc(C)c1NC(=O)CN(C)C(=O)c1cc(S(=O)(=O)N(C)C)ccc1N1CCCC1 was read as H9c2 TAG inh -14.8 and H9c2 TAG inh DAPI viability 10.3.
`N#CC12CCCCC1CC1CCCCC1(C#N)N2Cc1ccccn1` (stereo not given) gave H9c2 TAG inh 8.6 and H9c2 TAG inh DAPI viability -12.4.
COCCCN1C(=O)c2ccc(C(=O)OCC(=O)NCc3cccc(OC)c3)cc2C1=O was read as H9c2 TAG inh -0.7 and H9c2 TAG inh DAPI viability -5.8.
O=C(/C=C/c1ccc2c(c1)OCO2)c1ccc(O)cc1O was read as H9c2 TAG inh 5.8 and H9c2 TAG inh DAPI viability -8.1.
For CC(=O)NCc1ccc(C(=O)CCl)s1 the results were H9c2 TAG inh 26.4 and H9c2 TAG inh DAPI viability -3.5.
For S=C(NCCCN1CCOCC1)Nc1ccc(N2CCOCC2)cc1 the results were H9c2 TAG inh -3.0 and H9c2 TAG inh DAPI viability 3.9.
COCCN(C(=O)CSc1nc2ccccc2c(=O)n1CCOC)c1c(N)n(Cc2ccccc2)c(=O)[nH]c1=O was read as H9c2 TAG inh 7.2 and H9c2 TAG inh DAPI viability 0.9.
For CCc1c(C)nc2cc(-c3cccs3)[nH]n2c1=O the results were H9c2 TAG inh 12.3 and H9c2 TAG inh DAPI viability 5.3.
O=C(O)C(F)(F)C(NCc1ccccc1)c1ccccc1 (stereo not given) was read as H9c2 TAG inh -0.5 and H9c2 TAG inh DAPI viability 5.0.
`COC(=O)c1ccc(C2N=C(c3cccs3)CC(c3ccccc3O)N2)cc1` (stereo not given) gave H9c2 TAG inh 17.2 and H9c2 TAG inh DAPI viability 13.2.
`COc1cc(NC(=O)c2c(Cl)cnn2C)c(OC)cc1Cl` gave H9c2 TAG inh 6.6 and H9c2 TAG inh DAPI viability 5.1.
`O=C(Cc1c(F)cccc1Cl)Nc1ccc(S(=O)(=O)N2CCCC2)cc1` gave H9c2 TAG inh 11.0 and H9c2 TAG inh DAPI viability -5.5.
`COc1ccc(NC(=O)CSc2nc(=O)n(CCN(C)C)c3c2CCCC3)cc1OC` gave H9c2 TAG inh -0.5 and H9c2 TAG inh DAPI viability 5.1.
Oc1ccc(-c2csc(-c3cccnc3)n2)cc1O was read as H9c2 TAG inh 26.1 and H9c2 TAG inh DAPI viability -19.2.
O=C(O)C(Cc1c[nH]c2ccccc12)NS(=O)(=O)c1ccc(F)cc1 (stereo not given) was read as H9c2 TAG inh -3.8 and H9c2 TAG inh DAPI viability 1.4.
`O=C(O)c1ccc(S(=O)(=O)N(Cc2ccc(F)cc2)C2CCCCC2)cc1` gave H9c2 TAG inh -7.4 and H9c2 TAG inh DAPI viability -9.9.
`O=C(NNC(=O)c1cccc(C(F)(F)F)c1)c1ccc(-n2cnnn2)cc1` gave H9c2 TAG inh 10.7 and H9c2 TAG inh DAPI viability -4.5.
Screening CSc1ncnc2c1ncn2CCCNCc1cccs1 returned H9c2 TAG inh -2.6 and H9c2 TAG inh DAPI viability 11.6.
COc1ccc(NC(=O)CCC(=O)OCc2ccc([N+](=O)[O-])cc2)cc1 was read as H9c2 TAG inh 6.9 and H9c2 TAG inh DAPI viability -9.3.
O=C(CN1C(=O)COc2ccc(S(=O)(=O)N3CCOCC3)cc21)NCc1ccccn1 was read as H9c2 TAG inh 11.1 and H9c2 TAG inh DAPI viability 0.7.
Screening CCN1CCN(Cc2nc3c(c(=O)n(C)c(=O)n3C)n2CC(=O)c2ccccc2)CC1 returned H9c2 TAG inh -5.8 and H9c2 TAG inh DAPI viability -10.8.
Screening CC(C)(O[C@@H]1O[C@H](CO)[C@@H](O)[C@H](O)[C@H]1O)[C@H]1Cc2cc3ccc(=O)oc3cc2O1 returned H9c2 TAG inh -11.0 and H9c2 TAG inh DAPI viability -1.0.
Screening Cc1c(C(=O)NCc2cccs2)sc(=O)n1Cc1ccc(S(=O)(=O)N(C)C)cc1 returned H9c2 TAG inh -9.8 and H9c2 TAG inh DAPI viability -9.9.
`Cc1ccc(S(=O)(=O)n2cnc3cc([N+](=O)[O-])ccc32)c(C)c1C` gave H9c2 TAG inh -0.8 and H9c2 TAG inh DAPI viability -3.2.
Screening CC(C)c1nc2cc3ccccc3cc2[nH]1 returned H9c2 TAG inh -5.2 and H9c2 TAG inh DAPI viability 11.3.
For CCCCn1c(N)c(N(CCOC)C(=O)c2ccc(S(=O)(=O)N3CCCCC3)cc2)c(=O)[nH]c1=O the results were H9c2 TAG inh -2.6 and H9c2 TAG inh DAPI viability 6.7.
`O=C(Nc1c2c(nn1-c1ccccc1)CS(=O)C2)c1ccc(Br)o1` (stereo not given) gave H9c2 TAG inh 4.9 and H9c2 TAG inh DAPI viability -7.3.
`Cc1ccc(NC(=S)Nc2ccc3cn[nH]c3c2)cc1C` gave H9c2 TAG inh 7.3 and H9c2 TAG inh DAPI viability -10.2.
N#CCCN(C1CCCCC1)S(=O)(=O)CCOc1ccccc1 was read as H9c2 TAG inh -8.4 and H9c2 TAG inh DAPI viability -1.2.
Screening COc1ccc(NC(=O)C2CCCN(S(=O)(=O)c3cccc4cccnc34)C2)cc1OC (stereo not given) returned H9c2 TAG inh -1.2 and H9c2 TAG inh DAPI viability -7.3.
`CC(=O)Nc1ccc(C(=O)N/N=C/c2cc(Br)cc(Br)c2O)cc1` gave H9c2 TAG inh -3.1 and H9c2 TAG inh DAPI viability -23.2.
For CC(=O)c1ccc(Oc2cnccn2)cc1 the results were H9c2 TAG inh -5.2 and H9c2 TAG inh DAPI viability 6.5.
Screening O=C1CN(S(=O)(=O)c2ccc(Cl)cc2)CC(=O)N1CCc1ccccc1 returned H9c2 TAG inh -3.9 and H9c2 TAG inh DAPI viability 10.6.
Screening O=C(CN1CCN(c2ccc(F)cc2)CC1)NC(=O)NCc1ccco1 returned H9c2 TAG inh -10.6 and H9c2 TAG inh DAPI viability 0.1.
Screening CCOc1cc(CNCCc2ccc(S(N)(=O)=O)cc2)ccc1OCc1ccc(Cl)cc1 returned H9c2 TAG inh 67.5* and H9c2 TAG inh DAPI viability -7.6*.
For CC(=O)c1ccc(NC(=O)CSc2nc(C)cc(C)c2C(N)=O)cc1 the results were H9c2 TAG inh -11.5 and H9c2 TAG inh DAPI viability 11.9.
Screening O=C(CCc1ccccc1)Nc1ccc(S(=O)(=O)N2CCCC2)cc1 returned H9c2 TAG inh -37.7 and H9c2 TAG inh DAPI viability -2.1.
For CC(C)Oc1cccc(C(=O)N/N=C/c2ccoc2)c1 the results were H9c2 TAG inh 5.0 and H9c2 TAG inh DAPI viability -4.3.
CCN(CC)c1ccc(S(=O)(=O)N2CCOCC2)cc1NC(=O)CSc1nncs1 was read as H9c2 TAG inh -6.6 and H9c2 TAG inh DAPI viability -5.3.
`O=C(NCC1CC1)c1onc(CSc2ccc(F)cc2)c1C(=O)NCC1CC1` gave H9c2 TAG inh 4.7 and H9c2 TAG inh DAPI viability -4.1.
`CCC1(C)CC(C(N)=S)CCO1` (stereo not given) gave H9c2 TAG inh 2.5 and H9c2 TAG inh DAPI viability 4.0.
O=C(Nc1nc(-c2ccc([N+](=O)[O-])cc2)cs1)C1=COCCO1 was read as H9c2 TAG inh 0.2 and H9c2 TAG inh DAPI viability 1.8.
For CCNC(=O)CC1C(=O)N(c2ccc(C)cc2)C(=O)N1CCc1sccc1C (stereo not given) the results were H9c2 TAG inh -5.2 and H9c2 TAG inh DAPI viability -8.3.
For O=C(c1ccc(Cn2c(=O)[nH]c3ccsc3c2=O)cc1)N1CCN(c2ccccc2)CC1 the results were H9c2 TAG inh -14.0 and H9c2 TAG inh DAPI viability 9.1.
For N#CC(C(=O)Nc1ccccc1)=C1Nc2ccccc2N1 the results were H9c2 TAG inh -6.2 and H9c2 TAG inh DAPI viability 6.4.
For COc1ccc(CNC(=O)Nc2ccccc2)cc1 the results were H9c2 TAG inh -6.3 and H9c2 TAG inh DAPI viability -5.0.
`Cc1ccc(C2SCC(=O)N2c2ccccc2)cc1` (stereo not given) gave H9c2 TAG inh 1.6 and H9c2 TAG inh DAPI viability 2.6.
For CC(=O)Nc1ccc(S(=O)(=O)NCc2ccc(C(=O)NCCN3CCCCCC3)cc2)cc1 the results were H9c2 TAG inh -10.3 and H9c2 TAG inh DAPI viability 8.2.
`CC(C)C1C(=O)N(Cc2cn(CC3CCCCC3)nn2)CCS(=O)(=O)N1Cc1ccc(-c2ccccc2)cc1` (stereo not given) gave H9c2 TAG inh 38.7 and H9c2 TAG inh DAPI viability -3.6.
COc1ccc(NC(=O)CO/N=C2\CCCc3nonc32)cc1 was read as H9c2 TAG inh -5.9 and H9c2 TAG inh DAPI viability 8.8.
Screening COc1cc2c(cc1OC)CN(Cc1ccc(C)cc1)CC2 returned H9c2 TAG inh -21.6 and H9c2 TAG inh DAPI viability 5.2.
For c1ccc(CNc2ncnc3scc(-c4cccs4)c23)nc1 the results were H9c2 TAG inh -14.1 and H9c2 TAG inh DAPI viability -9.9.
`O=S1(=O)CCN2C(=N1)SC1=C2CCN(Cc2ccccc2)C1` gave H9c2 TAG inh -1.5 and H9c2 TAG inh DAPI viability 1.5.
COc1cc(CCNC(=O)c2cnn3ccccc23)cc(OC)c1OC was read as H9c2 TAG inh -3.2 and H9c2 TAG inh DAPI viability -8.1.
Screening C=CCc1cccc2cc(NC(C)=O)c(=O)oc12 returned H9c2 TAG inh -4.1 and H9c2 TAG inh DAPI viability -1.6.
For Nc1c(C(=O)Nc2ccc3c(c2)OCCO3)nnn1Cc1ccccc1Cl the results were H9c2 TAG inh -7.2 and H9c2 TAG inh DAPI viability -5.1.
For Cc1cccc(C(=O)OCC(=O)N2CC(=O)Nc3ccccc32)c1C the results were H9c2 TAG inh -26.8 and H9c2 TAG inh DAPI viability -2.6.
For Cc1cc(C(=O)N2CCC2(C)C(=O)NS(=O)(=O)c2ccc(F)cc2F)nn1C (stereo not given) the results were H9c2 TAG inh 7.7 and H9c2 TAG inh DAPI viability -4.1.
For Cc1c(C(=O)NCCSCc2ccc(F)cc2)cnn1-c1ccc(Cl)cc1 the results were H9c2 TAG inh -10.3 and H9c2 TAG inh DAPI viability -3.0.
O=C(NCc1ccco1)C(NS(=O)(=O)c1cccc2nsnc12)c1ccccc1 (stereo not given) was read as H9c2 TAG inh 1.0 and H9c2 TAG inh DAPI viability -7.2.
COc1ccc(NS(=O)(=O)c2cccc(C(=O)NNC(=O)NCCCl)c2)cc1 was read as H9c2 TAG inh -0.3 and H9c2 TAG inh DAPI viability 6.8.
`Cc1nn(-c2ncc(C(F)(F)F)cc2Cl)c(=O)n1-c1ccc(F)cc1` gave H9c2 TAG inh 2.1 and H9c2 TAG inh DAPI viability 13.5.
For Cc1nn(Cc2cccc(C(=O)O)c2)c(C)c1[N+](=O)[O-] the results were H9c2 TAG inh 3.0 and H9c2 TAG inh DAPI viability -2.1.
Screening O=C(N/N=C1\CCCc2oc(C(=O)O)cc21)c1ccccc1 returned H9c2 TAG inh 8.1 and H9c2 TAG inh DAPI viability -9.1.
Screening O=S(=O)(Nc1nc2ccccc2nc1Cl)c1ccc(Br)cc1 returned H9c2 TAG inh -12.3 and H9c2 TAG inh DAPI viability 1.6.
`CC1SC(C)C(=O)N(CC(=O)Nc2ccc3c(c2)OCO3)C1=O` (stereo not given) gave H9c2 TAG inh -18.6 and H9c2 TAG inh DAPI viability 7.9.
For Cc1cccc(NC(=O)CSc2nnc(CSc3nc(C)cc(C)n3)o2)c1 the results were H9c2 TAG inh 15.3 and H9c2 TAG inh DAPI viability -3.2.
CC(C)OCCCn1c(=NC(=O)c2cccs2)c(C#N)cc2c(=O)n3ccccc3nc21 was read as H9c2 TAG inh -5.4 and H9c2 TAG inh DAPI viability 22.5.
Screening COc1ccc(OCCC(=O)NCCN2CCOCC2)cc1 returned H9c2 TAG inh -5.9 and H9c2 TAG inh DAPI viability -1.3.
Screening O=[N+]([O-])c1ccc(C=Nc2ccc(Cl)c([N+](=O)[O-])c2)s1 returned H9c2 TAG inh 11.9 and H9c2 TAG inh DAPI viability -0.7.
Screening Cc1csc(NC(=O)CNS(=O)(=O)c2cccs2)n1 returned H9c2 TAG inh -13.6 and H9c2 TAG inh DAPI viability -0.8.
For CCc1ccc(OCC(=O)OCC(=O)c2c(N)n(C)c(=O)n(C)c2=O)cc1 the results were H9c2 TAG inh 2.7 and H9c2 TAG inh DAPI viability -7.4.
CCO[C@@H]1OC(C(=O)N2CCN(Cc3ccc4c(c3)OCO4)CC2)=C[C@H](c2csc3ccccc23)[C@H]1CCCO was read as H9c2 TAG inh -1.1 and H9c2 TAG inh DAPI viability -12.0.
Screening O=C(CSc1n[nH]c(-c2ccccc2Cl)n1)NCc1cccc(C(=O)O)c1 returned H9c2 TAG inh -2.9 and H9c2 TAG inh DAPI viability -1.5.
`CCC(=O)NNC(=O)CCC(=O)Nc1cccc(Cl)c1C` gave H9c2 TAG inh 0.0 and H9c2 TAG inh DAPI viability 7.8.
`COc1ccc(NC(=O)CN(C)C(=O)c2sc3cc(Cl)ccc3c2Cl)cc1` gave H9c2 TAG inh -3.9 and H9c2 TAG inh DAPI viability -2.1.

Arranged by molar mass (falling): part of the list above.
CC(C)OCCCn1c(=NC(=O)c2cccs2)c(C#N)cc2c(=O)n3ccccc3nc21 was read as H9c2 TAG inh -5.4 and H9c2 TAG inh DAPI viability 22.5.
Screening O=C(CSc1n[nH]c(-c2ccccc2Cl)n1)NCc1cccc(C(=O)O)c1 returned H9c2 TAG inh -2.9 and H9c2 TAG inh DAPI viability -1.5.
For CCc1ccc(OCC(=O)OCC(=O)c2c(N)n(C)c(=O)n(C)c2=O)cc1 the results were H9c2 TAG inh 2.7 and H9c2 TAG inh DAPI viability -7.4.
`CCC(=O)NNC(=O)CCC(=O)Nc1cccc(Cl)c1C` gave H9c2 TAG inh 0.0 and H9c2 TAG inh DAPI viability 7.8.
Screening O=C(N/N=C1\CCCc2oc(C(=O)O)cc21)c1ccccc1 returned H9c2 TAG inh 8.1 and H9c2 TAG inh DAPI viability -9.1.
For Cc1nn(Cc2cccc(C(=O)O)c2)c(C)c1[N+](=O)[O-] the results were H9c2 TAG inh 3.0 and H9c2 TAG inh DAPI viability -2.1.

Source: PubChem BioAssay (Sanford-Burnham Center for Chemical Genomics)

Not all compounds are listed. The share of hits here may be higher or lower than overall.
